H37Rv inhibition = M. tuberculosis growth inhibition, HTS (AID 449762); M. tuberculosis H37Rv growth inhibition, 7H9 media; higher % means a stronger effect; 0.59% of 330,000 active; inhibition, % at 25 µM, or IC50 in µM where a hit was titrated; in the data active = a potency from the dose series; inconclusive = inhibition above about 70% without an active follow-up result;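 also: bacterial growth assessed after seven days of incubation; strong numbers were not always called active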
PhoP GFP inhibition = PhoP regulon inhibitors, Salmonella typhi PhoP promoter GFP reporter, confirmatory (AID 1850); Salmonella Typhi PhoP-promoter GFP reporter, fluorescence, 4 h; higher % means a stronger effect; inhibition, % at 50 µM, or IC50 in µM where a hit was titrated; 0.33% of 310,000 active; in the data active = a potency from the dose series; inconclusive = inhibition mostly from about 25% at the one dose, without a potency; inactive = the rest, 99 in 100 with inhibition below about 19%;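 also: 0% = induced wells with vehicle and 100% = uninduced wells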
influenza NS1A = H1N1 influenza NS1A inhibitors, functional cell based assay (AID 504329); NS1A functional cell-based assay, percent inhibition; higher % means a stronger effect; inhibition, % at 12.5 µM, or IC50 in µM where a hit was titrated; 0.3% of 340,000 active; in the data active = a potency from the dose series; inconclusive = inhibition above about 27% without an active follow-up result; also: strong numbers were not always called active
VEEV TC-83 Vero = inhibitors of VEEV TC-83 cytopathic effect, confirmation, Vero cells (AID 588727); Vero cells, VEEV TC-83 cytopathic effect inhibition; higher % means a stronger effect; inhibition, % at 20 µM; hits with a dose series show IC50 in µM; 0.13% of 350,000 active; in the data active = a potency from the dose series; inconclusive = inhibition mostly from about 14% at the one dose, without a potency; inactive = the rest, 99 in 100 with inhibition below about 12%; also: strong numbers were not always called active
M. tuberculosis = growth inhibition of non-replicating M. tuberculosis (AID 488890) | Mycobacterium tuberculosis non-replicating, growth inhibition; higher % means a stronger effect | inhibition, % at 25 µM; hits with a dose series show IC50 in µM | 0.39% of 320,000 active; in the data active = a potency from the dose series; inconclusive = inhibition mostly from about 82% at the one dose, without a potency; inactive = the rest, 99 in 100 with inhibition below about 76%;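 also: plate controls were DMSO cells for no effect and high antibiotic wells for full effect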
VEEV TC-83 Vero 10K pilot screen = recorded beside VEEV TC-83 Vero, whose call it bears; inhibition, %; measured here: 10K pilot screen inhibition
The depositor's hits bear a star; i = inactive; ? = inconclusive; . = not tested or not shown.

SMILES	H37Rv inhibition	PhoP GFP inhibition	influenza NS1A	VEEV TC-83 Vero	M. tuberculosis	others
COc1ccccc1N1CCN(Cc2ccc(OC)c3ccccc23)CC1	-14%	-6%	-5%	0.8%	21%
O=S(=O)(c1ccc(Cl)cc1)c1ccccn1	-1%	-10%	0%	i	-9%
CC(C)(C)OC(=O)CNC(=O)c1[nH]cnc1C(=O)NC1CCN(C(=O)OC(C)(C)C)CC1	-1%	-1%	-6%	1.3%	38%
CN(C(=O)COC(=O)C1CCN(S(=O)(=O)c2c(Cl)cccc2Cl)CC1)C1CCCCC1	-5%	5%	-1%	1.1%	34%
O=C(CSc1n[nH]c(-c2ccco2)n1)N1c2ccccc2Sc2ccccc21	62%	-11%	4%	3.0%	66%	VEEV TC-83 Vero 10K pilot screen=2.0
COc1ccccc1NC(=O)Cn1c2ccccc2c2nc3n(c(=O)c21)CCS3	9%	-8%	5%	7.8%	-5%
O=C(Nc1ccc2c(c1)OCCO2)c1ccc(Br)cc1	1%	6%	0%	0.8%	11%
O=C1N/C(=N\N=C\c2ccccn2)SC1Cc1cccc(SC(F)F)c1 (stereo not given)	73µM*	5%	2%	2.8%	?
CCn1cc(/C=C(\NC(=O)c2ccccc2F)C(=O)NCCN2CCOCC2)c2ccccc21	-4%	-3%	-7%	3.0%	2%
COc1ccc(CC(=O)Nc2ccc(S(=O)(=O)Nc3nccs3)cc2)cc1	3%	5%	6%	0.9%	14%
Cc1nonc1OCCn1c([N+](=O)[O-])cnc1C	-3%	-9%	-8%	0.7%	-12%
Cc1nc(SCc2ccc(C(=O)O)cc2)c2c(C)c(C)sc2n1	-11%	8%	12%	i	13%
Cc1ccc(C)c(N2CCN(S(=O)(=O)c3ccc4c(c3)CCN4C(=O)CCC(=O)O)CC2)c1	-6%	-7%	2%	8.2%	-3%
O=C(CN1CCOCC1)N/N=C/c1c(O)ccc2ccccc12	11%	-4%	14%	?	-3%
O=C(Nc1ccccc1)/C(=C/c1ccc([N+](=O)[O-])cc1)NC(=O)c1ccco1	-3%	-3%	8%	i	-10%
Cc1ccc2nc(SCC(=O)Nc3ccc(C)c([N+](=O)[O-])c3)[nH]c2c1	?	-7%	15%	i	74%
COc1ccc(C(=O)Nc2nnc(-c3ccco3)s2)cc1	-5%	3%	-2%	1.0%	-8%
COCC(C)N1CCC(Oc2ccc(C(=O)N3CCCC3)cc2)CC1 (stereo not given)	-5%	-7%	-9%	1.3%	-10%
CCOC(=O)c1c(N)sc(C(O)(C(F)(F)F)C(F)(F)F)c1-c1ccc(Cl)cc1	10%	-3%	3%	i	0%
CCOc1ncccc1C(=O)OCC(=O)c1ccc(Br)s1	12%	.	-15%	i	77%
CS(=O)(=O)c1ccccc1-c1nnc(NC(=O)c2cccc(N3C(=O)CCC3=O)c2)o1	5%	-12%	7%	3.0%	-15%
COCCNC(=O)/C(C#N)=C/c1ccc(OCC(=O)NC2CCCCC2)cc1	-1%	13%	-9%	1.1%	28%
COc1cc(/C=c2\s/c(=C\C(=O)C(C)(C)C)[nH]c2=O)cc(OC)c1OC	69%	-1%	10%	12%	34%
CCN(Cc1nc2ccccc2c(=O)[nH]1)Cc1cc(=O)oc2cc(C)c(C)cc12	-4%	-6%	4%	1.1%	53%
COc1ccc(CN2CCN(CCc3ccccc3)C(CCO)C2)cc1Cn1cncn1 (stereo not given)	0%	-4%	-7%	i	2%
O=C(Oc1ccc(-c2ccccc2)cc1)N1CCCCC1	3%	10%	-2%	2.8%	-8%
O=C(Cn1ncn2c(cc3sccc32)c1=O)NC1CCCC1	3%	-2%	-4%	0.0%	-2%
CC(C(=O)N1CCc2ccccc21)N(C)CC(=O)Nc1ccc(F)cc1 (stereo not given)	6%	.	1%	0.2%	16%
O=C(c1ccc([N+](=O)[O-])cc1)N1CCN(C(=O)c2cccnc2)CC1	-8%	-3%	-1%	i	7%
CSCCC(NC(=O)COc1ccccc1)C(=O)OCCOc1ccc(F)cc1 (stereo not given)	3%	5%	-5%	1.6%	-4%
Cc1noc(C)c1S(=O)(=O)N(C)CC(=O)NCc1ccccc1	-2%	9%	-4%	0.4%	-23%
O=C(CNS(=O)(=O)c1ccc(Br)s1)N1CCN(c2ncccn2)CC1	.	.	-42%	0.6%	.
CC(=O)N1CCOc2ccc(S(=O)(=O)NCC3CCC(C(=O)Nc4ccc(C)cn4)CC3)cc21 (stereo not given)	6%	3%	-1%	4.0%	17%
Cc1ccccc1N(C(=O)c1snc(C(N)=O)c1N)C(C(=O)NC1CCCC1)c1ccco1 (stereo not given)	.	.	-4%	7.7%	.
CC1=C(C(=O)Nc2ccccc2)C(c2ccc(C)cc2)N=C(Nc2nc3ccccc3o2)N1 (stereo not given)	.	-8%	0%	0.7%	.
CCOC(=O)c1c(C)nc2sc3c(c2c1-c1ccc(OC)cc1)NC(c1ccccc1)NC3=O (stereo not given)	42%	-8%	-10%	2.8%	-12%
O=C(c1ccc([N+](=O)[O-])cc1)N(Cc1cccs1)C1CCS(=O)(=O)C1 (stereo not given)	0%	-3%	9%	7.0%	-2%
CCC(=Cc1ccc(CC)cn1)CC	1%	-4%	-18%	0.4%	-10%
CCCCC(=O)Nc1cccc(NC(=O)C(C)C)c1	-3%	-12%	3%	2.5%	6%	VEEV TC-83 Vero 10K pilot screen=0.9
CSCCC(NC(=O)C1CCCCC1)c1nc2ccccc2[nH]1 (stereo not given)	-11%	0%	.	i	20%
Cc1ccc(CNC(=O)CCNS(=O)(=O)c2cccs2)cc1	.	5%	-3%	i	-6%
Cc1cc(C)c(NC(=O)CN2C(=O)NC3(CCCCC3)C2=O)c(Cl)c1	6%	-11%	20%	i	28%
CCOC(=O)c1c(NCc2ccc3c(c2)OCO3)c2ccccc2[nH]c1=O	9%	-10%	9%	7.8%	24%
Cn1c(/C=C/c2ccc([N+](=O)[O-])o2)nc2ccccc2c1=O	?	13%	1%	i	<0.1µM*
O=C(CNS(=O)(=O)c1ccccc1)OCC(=O)c1ccccc1Cl	-8%	-8%	-6%	1.8%	8%

Structural class: those above containing an aryl thioether with sulfur outside any ring (four)
SMILES	H37Rv inhibition	PhoP GFP inhibition	influenza NS1A	VEEV TC-83 Vero	M. tuberculosis	others
O=C(CSc1n[nH]c(-c2ccco2)n1)N1c2ccccc2Sc2ccccc21	62%	-11%	4%	3.0%	66%	VEEV TC-83 Vero 10K pilot screen=2.0
O=C1N/C(=N\N=C\c2ccccn2)SC1Cc1cccc(SC(F)F)c1 (stereo not given)	73µM*	5%	2%	2.8%	?
Cc1nc(SCc2ccc(C(=O)O)cc2)c2c(C)c(C)sc2n1	-11%	8%	12%	i	13%
Cc1ccc2nc(SCC(=O)Nc3ccc(C)c([N+](=O)[O-])c3)[nH]c2c1	?	-7%	15%	i	74%

(listing goes on)
SMILES	H37Rv inhibition	PhoP GFP inhibition	influenza NS1A	VEEV TC-83 Vero	M. tuberculosis	others
CCc1cc(=O)oc2c3c(cc(OCC(=O)NCCC(=O)O)c12)OC(C)(C)CC3	-4%	-16%	-4%	i	-8%
COc1ccccc1CNC(=O)C1CCC(CNc2c(N3CCCCC3)c(=O)c2=O)CC1 (stereo not given)	-9%	14%	-1%	i	-7%
Cc1oc(-c2ccccc2F)nc1CS(=O)(=O)CC(=O)N1CCCCCC1	-4%	15%	2%	2.0%	-3%
CCCc1ccc(OCC(O)CN2CCc3ccccc3C2)cc1 (stereo not given)	6%	7%	-2%	2.1%	71%
Cc1c(NS(=O)(=O)c2cc(C(=O)N(C)Cc3ccccc3)ccc2Cl)c(=O)n(-c2ccccc2)n1C	-5%	.	0%	0.3%	50%
COc1cccc(NC(=O)COc2ccc(Br)c(C)c2)c1	24%	0%	-6%	0.4%	?
O=S(=O)(NCC1(N2CCOCC2)CCCCC1)c1ccc(F)c(F)c1F	-8%	0%	-4%	i	-11%
COc1ccc(N2CCN(CCCNC(=O)CN3C(=O)COc4ccccc43)CC2)cc1	-6%	2%	14%	i	15%
O=C(NCC(=O)N(c1ccccc1F)C(C(=O)NC1CCCC1)c1ccncc1)c1ccco1 (stereo not given)	4%	9%	-9%	1.2%	10%
CCOC(=O)N1CCN(c2nc3ccc(C)cc3n3cnnc23)CC1	.	.	4%	0.4%	.
CSc1nnc(-c2ccccc2)c(=O)[nH]1	4%	5%	0%	i	-8%
CC1=NNC(=O)C1CCC(=O)N/N=C/C=C/c1ccccc1 (stereo not given)	5%	-5%	0%	i	-12%
C=CCn1c(SCC(=O)NCc2ccc3c(c2)OCO3)nnc1C1CCCCC1	-10%	-10%	-3%	5.0%	29%
Cc1onc(-c2ccccc2)c1C(=O)Nc1ccc(Cl)cn1	0%	9%	8%	i	2%
Oc1cccc(/C=N/Nc2cc(N3CCOCC3)nc(N3CCOCC3)n2)c1	4%	-5%	9%	10%	-6%

Copied from above (four entries):
SMILES	H37Rv inhibition	PhoP GFP inhibition	influenza NS1A	VEEV TC-83 Vero	M. tuberculosis	others
CCc1cc(=O)oc2c3c(cc(OCC(=O)NCCC(=O)O)c12)OC(C)(C)CC3	-4%	-16%	-4%	i	-8%
COc1ccccc1CNC(=O)C1CCC(CNc2c(N3CCCCC3)c(=O)c2=O)CC1 (stereo not given)	-9%	14%	-1%	i	-7%
Cc1oc(-c2ccccc2F)nc1CS(=O)(=O)CC(=O)N1CCCCCC1	-4%	15%	2%	2.0%	-3%
CCCc1ccc(OCC(O)CN2CCc3ccccc3C2)cc1 (stereo not given)	6%	7%	-2%	2.1%	71%

Carrying on.
SMILES	H37Rv inhibition	PhoP GFP inhibition	influenza NS1A	VEEV TC-83 Vero	M. tuberculosis	others
CCOc1cccc(C(=O)NCc2ccccc2)c1	7%	-3%	1%	0.5%	57%
CC(C)CCNC(=O)CN(C(=O)Cn1nnc(-c2ccc(F)cc2)n1)C1CCCC1	-5%	-2%	17%	i	0%	VEEV TC-83 Vero 10K pilot screen=0.2
CCCCOC(=O)c1cc(Cl)c(O)c(OC)c1	4%	-12%	-14%	0.5%	32%
CC1CCCCN1CCCNC(=O)Cn1ncc2c([nH]c3ccccc32)c1=O (stereo not given)	4%	-20%	9%	0.2%	8%
Cc1cccn2cc(CSc3ccccc3N)nc12	9%	8%	-9%	0.6%	14%
COc1ccc(N2C(=O)/C(=C/c3cccs3)C(=O)NC2=S)cc1	2%	-7%	-6%	0.9%	-5%
C#CCSc1nnnn1-c1cccc(Cl)c1	10%	6%	-18%	i	23%
COc1ccc(Cl)cc1Nc1nnc(-c2ccncc2)s1	2%	0%	-18%	1.3%	-3%
COc1ccc2c(c1)[nH]c1c(=O)n(Cc3ccccn3)cnc12	4%	-1%	12%	4.1%	-2%
O=C(Nc1cccc(C(=O)Nc2ccccc2C(=O)O)c1)c1cccc(Cl)c1	-3%	-2%	-19%	3.4%	-9%
COc1ccc(-c2csc(N3CCN(S(=O)(=O)c4ccc5c(c4)NC(=O)CO5)CC3)n2)cc1	3%	4%	1%	2.7%	-7%
CC(C)(C)c1ccc(C(=O)N2CCC(C(=O)NC3CC3)CC2)cc1	4%	11%	2%	1.1%	-10%
Cc1ccc(/C=C/S(=O)(=O)NCCC(=O)NCc2ccccc2F)cc1	-11%	.	-23%	4.5%	37%
Cc1noc(C)c1S(=O)(=O)N(C)C[C@H]1Oc2ccc(NS(=O)(=O)c3ccc(F)cc3)cc2C(=O)N([C@H](C)CO)C[C@@H]1C	4%	.	-7%	0.7%	24%
CC(C)c1ccc(/C=N/Nc2cc(N3CCOCC3)nc(N3CCOCC3)n2)cc1	8%	-9%	11%	4.1%	7%
C(=N\Nc1nc2ccccc2[nH]1)/c1cccc2nccnc12	12%	-6%	.	i	79%
NC(=O)c1cc([N+](=O)[O-])cc2c1C=Cc1ccccc1O2	1%	-25%	-8%	i	-10%
Cc1c(Cl)ccc2c1NC(=O)[C@]21[C@@H]2C(=O)N(Cc3ccccc3)C(=O)[C@@H]2[C@@H]2CCCN21	9%	7%	2%	2.7%	51%
CC(C)N(C)NC(=S)Nc1ccccc1	4%	-4%	-3%	1.5%	3%
O=C(NC1CCCCCC1)C1CCN(C(=O)c2ccc(Br)cc2)CC1	-9%	-7%	-3%	2.0%	7%
CCc1c(C)c(C#N)c2nc3ccccc3n2c1Nc1c(C)n(C)n(-c2ccccc2)c1=O	-15%	-13%	-28%	i	10%
Cc1nn2cc(-c3ccc(Cl)cc3)cnc2c1Br	3%	6%	-6%	0.9%	-1%
COc1ccc(C(C(=O)NC2CCCC2)N(C(=O)c2ccco2)c2ccc(OC)c(OC)c2)cc1 (stereo not given)	1%	2%	10%	0.7%	30%
CN(c1ccccc1)S(=O)(=O)c1ccc2c(c1)OCCO2	1%	.	5%	0.3%	-6%
Nc1ccc2c(c1)[nH]c(=O)c1ccccc12	.	.	-26%	2.7%	.
Cc1ccc2oc(=O)c3cc(C(=O)NCCCN4C(C)CCCC4C)sc3c2c1 (stereo not given)	-3%	-6%	3%	8.2%	27%

This is a random part of the collection; any-hit rate near 1.5%.
